# High-throughput results deposited in PubChem BioAssay by The Scripps Research Institute Molecular Screening Center.
# GPR151 ag: activates the human receptor GPR151 | 650,000 tested, 1% active | PathHunter beta-arrestin GPR151 cells, luminescence | activation, % at 11.2 µM; in the data active = activation above about 4.9%;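 note: 0% = median of compound wells and 100% = cells with positive control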
# Target sequence (Q8TDV0 whole entry, looked up): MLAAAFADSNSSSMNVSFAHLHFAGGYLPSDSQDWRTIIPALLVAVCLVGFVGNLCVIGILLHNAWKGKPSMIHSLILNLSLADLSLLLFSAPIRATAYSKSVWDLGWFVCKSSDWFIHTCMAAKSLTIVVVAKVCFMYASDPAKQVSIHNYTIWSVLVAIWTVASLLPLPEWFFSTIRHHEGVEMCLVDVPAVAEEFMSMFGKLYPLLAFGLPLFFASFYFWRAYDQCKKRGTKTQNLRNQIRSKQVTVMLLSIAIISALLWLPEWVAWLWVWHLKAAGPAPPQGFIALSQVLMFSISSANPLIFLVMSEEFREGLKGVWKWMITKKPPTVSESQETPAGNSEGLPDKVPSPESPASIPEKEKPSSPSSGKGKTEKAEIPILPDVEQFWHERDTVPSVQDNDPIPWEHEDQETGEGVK
# TEAD-YAP inh: TEAD-YAP interaction inhibition; inhibition, % at 9.12 µM; HEK-TIYL cells, TEAD-Gal4/YAP UAS-luciferase luminescence; 640,000 tested, 1.4% active; in the data active = inhibition above about 32%;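 note: 0% = median of test compound wells and 100% = reference inhibitor wells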
# MITF inh: human MITF inhibition, primary screen | O75030 | AlphaScreen MITF homodimerization, bead proximity signal | inhibition, % at 2.6 µM | 650,000 tested, 0.91% active | AID 1259374; in the data active = inhibition above about 50%;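 note: 0% = vehicle wells with protein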
# FBW7 act: human FBW7 E3 ligase activation, primary screen. Q969H0. AlphaScreen FBW7–phospho-cyclin E peptide binding, activator screen. normalized activity (activation), % at 26.1 µM. 650,000 tested, 0.13% active. AID 1259310; in the data active = normalized activity above about 1.9%;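 note: purified mutant Fbw7 with reduced substrate affinity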
# Target sequence (Q969H0 whole entry, looked up): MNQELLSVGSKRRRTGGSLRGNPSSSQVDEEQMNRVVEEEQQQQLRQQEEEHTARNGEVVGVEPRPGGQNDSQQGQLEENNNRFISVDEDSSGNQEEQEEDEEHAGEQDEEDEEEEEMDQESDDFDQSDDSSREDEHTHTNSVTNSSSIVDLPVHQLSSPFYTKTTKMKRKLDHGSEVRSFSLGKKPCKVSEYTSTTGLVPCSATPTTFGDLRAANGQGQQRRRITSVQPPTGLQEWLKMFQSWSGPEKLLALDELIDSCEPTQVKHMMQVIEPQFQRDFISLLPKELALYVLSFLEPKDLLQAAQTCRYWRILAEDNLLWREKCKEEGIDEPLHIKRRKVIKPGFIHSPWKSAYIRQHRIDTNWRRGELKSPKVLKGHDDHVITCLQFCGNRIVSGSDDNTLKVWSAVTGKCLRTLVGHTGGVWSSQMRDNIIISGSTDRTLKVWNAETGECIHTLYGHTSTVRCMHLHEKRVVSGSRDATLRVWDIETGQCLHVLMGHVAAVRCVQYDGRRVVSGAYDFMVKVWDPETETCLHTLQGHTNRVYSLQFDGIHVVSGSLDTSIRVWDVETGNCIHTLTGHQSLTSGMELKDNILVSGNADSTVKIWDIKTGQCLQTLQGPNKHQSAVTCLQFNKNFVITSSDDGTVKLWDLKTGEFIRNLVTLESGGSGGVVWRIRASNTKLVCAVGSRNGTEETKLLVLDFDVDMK
# * marks the source's active call; other numbers are inactive results. Hits appear at their usual frequency; 3.5% or so of the library scored in one or more.
SMILES,GPR151 ag,TEAD-YAP inh,MITF inh,FBW7 act
Cn1nc(C(=O)N2CCN(Cc3ccc4c(c3)OCO4)CC2)c2c1-c1ccccc1SC2,-0.2,-7.3,-0.4,-0.2
CSc1ccc(Cn2nnc(C(=O)Nc3ccc(Br)cc3)c2N)cc1,-0.9,-11.8,4.1,0.7
COc1cccc(C2NC(=O)NC(C)=C2C(=O)Nc2ccc(Br)cc2)c1 (configuration not stated),-0.5,19.1,-6.7,-0.1
CCN1CCN(CCNC(=O)CCN2N=C(c3ccc(OC)cc3)CCC2=O)CC1,-0.3,-2.4,-0.9,0.0
COc1ccc(CCS(=O)(=O)NCCc2ccc(N(C)C)cc2)cc1,-0.5,-8.5,4.4,-0.3
O=C(C1CCC1)N1CCC(Cn2nc(-c3ccccc3)ccc2=O)CC1,-0.6,-1.7,-3.3,0.0
Cc1ccc(OCC(=O)NNC(=S)NCCc2ccccc2)c([N+](=O)[O-])c1,-0.1,12.8,5.8,0.8
CCOc1cc2c(c([N+](=O)[O-])c1)NC(C(C)C)C1CC=CC21 (configuration not stated),0.5,-1.0,7.4,-0.5
C=CCSc1nc2ccc([N+](=O)[O-])cc2[nH]1,0.1,-3.8,14.5,-0.1
CSc1ccc(/C=C2/SC(=Nc3c(C)cccc3C)N(c3ccccc3)C2=O)cc1,0.6,-1.6,0.4,0.0
CCOc1ccc(N2C3=[N+](CCC3)CC2(O)c2ccc(Cl)cc2)cc1 (configuration not stated),-1.3,30.1,-12.8,-0.1
Cc1noc(NS(=O)(=O)c2ccc(NC(=O)COc3cccc(Br)c3)cc2)c1C,0.8,-6.1,19.9,1.0
O=C(NC1(c2ccc3c(c2)OCO3)CCCC1)c1cccc2nccnc12,-0.9,-9.1,8.1,0.2
Cc1ccccc1NC(=O)CCN1CCOCC1,-0.3,2.2,2.9,-0.3
O=C1CSC(c2cccnc2)N1c1ccc(Cl)c(Cl)c1 (configuration not stated),-1.4,8.6,5.5,0.7
COc1ccc(CNC(=O)Cn2nc([N+](=O)[O-])cc2C)cc1,-0.8,-1.1,13.6,0.7
CCOC(=O)Cn1c(=O)c2c(nc3n2CC(C)CN3c2cccc(Cl)c2C)n(C)c1=O (configuration not stated),-0.3,3.0,4.7,0.1
CCN(CC)C(=O)C(=O)Nc1ccc(C(N)=O)cc1,-0.7,0.5,-27.5,0.1
CCCCCCC1CCC(c2ccc(CCCC)nc2)CC1 (configuration not stated),-1.5,-8.2,0.1,-0.1
O=C1C(=O)N(Cc2ccccc2)c2ccccc21,0.4,-7.8,-4.5,0.1
O=C(COC(=O)c1ccccc1O)Nc1ccc(Cl)c([N+](=O)[O-])c1,0.0,14.1,5.0,0.1
CCN(CC)c1ccc(/C=N\n2cnnc2)c(O)c1,1.2,-0.7,-5.6,0.0
O=C1OC(c2ccccc2)=C/C1=C/c1cccc([N+](=O)[O-])c1,-0.9,-4.1,5.2,0.0
CCCCN(C(=S)Nc1ccccc1C)C1CCN(C(C)=O)CC1,0.9,7.7,-1.4,0.0
O=C(CNC(=O)c1ccncc1)N/N=C/c1cccc(Cl)c1,-0.6,-4.9,0.3,-0.1
CC(=O)Nc1nnc(SCC(=O)Nc2ccc(C)c(C)c2)s1,-0.2,-4.4,2.9,0.1
COc1ccccc1CN1CCC(n2nccc2NC(=O)CCc2ccccc2)CC1,1.3,-6.7,1.5,-0.2
CCC(=O)Nc1cc2nn(-c3ccccc3)nc2cc1Cl,0.3,1.7,1.5,0.0
CN(C)C(CNC(=O)CCc1nc2ccccc2s1)c1cccs1 (configuration not stated),-2.0,-4.1,10.1,-0.1
Cc1cc(C)n(Cc2ccc(F)cc2)c(=O)c1C#N,0.1,5.6,7.9,0.2
CNc1ccccc1C(=O)OCC(=O)c1ccc([N+](=O)[O-])cc1,2.6,8.2,13.5,-0.2
Cc1nc2c(C(=O)NCCC(C)C)c[nH]n2c(=O)c1Cl,1.3,-2.9,8.7,-0.1
CCCCC(=O)Nc1ccc(NC(=O)C2CC2)nc1,1.9,-0.6,-0.6,0.1
Cc1ccc(Nc2nc(-c3ccc(C)o3)cs2)nc1,-1.6,-62.3,15.5,-0.1
Cc1ccc(-n2c(-c3cc(C)n(C)n3)n[nH]c2=S)cc1,0.7,5.3,-0.6,-0.1
O=C1c2ccccc2C(=O)N1CCc1nc(-c2ccccc2)c(Br)s1,-0.4,-1.7,-12.8,0.0
O=C(Cc1ccccc1)Nc1ccccc1C(=O)N1CCN(c2ccccc2)CC1,-0.9,-6.1,4.0,0.2
CCc1cccc(C)c1NC(=O)CSc1nnc(-c2ccoc2C)n1CCOC,1.9,-4.4,-1.2,0.0
Cc1ccc(O)c(-n2nnnc2SCC(=O)N(c2ccccc2)C(C)C)c1,-2.4,1.0,2.3,0.4
O=C(Nc1ccccc1-c1nnn(CC(=O)N2CCOCC2)n1)c1ccco1,-0.5,-2.4,6.6,-0.2
CSc1nc2c(c(=O)[nH]1)C(c1ccc(C)cc1)C1=C(CCCC1=O)N2 (configuration not stated),1.1,-4.1,-17.5,0.0
CC(C)(C)C(=O)Nc1c2c(nn1-c1cccc(Cl)c1)CS(=O)C2 (configuration not stated),-0.1,1.2,-4.2,0.1
O=C1N[C@@H](Cc2c[nH]c3ccccc23)C(=O)N2CCN(Cc3cnn(-c4ccc(F)cc4)c3)C[C@H]12,-0.7,-2.6,11.4,0.0
CCN1CCN(Cc2c(O)ccc3c(=O)c(Oc4cc(C)cc(C)c4)c(C(F)(F)F)oc23)CC1,0.7,-6.0,-2.5,0.0
COc1cccc(C(=O)NC(C)c2nnc3n2CCN(Cc2ccc(OC)c(C)c2)CC3)c1 (configuration not stated),1.4,9.8,11.2,0.0

# Entries of single compounds, quoted from the list:
# Listed for `O=C1C(=O)N(Cc2ccccc2)c2ccccc21` → GPR151 ag: 0.4; TEAD-YAP inh: -7.8; MITF inh: -4.5; FBW7 act: 0.1
# Listed for `COc1cccc(C(=O)NC(C)c2nnc3n2CCN(Cc2ccc(OC)c(C)c2)CC3)c1` (configuration not stated) → GPR151 ag: 1.4; TEAD-YAP inh: 9.8; MITF inh: 11.2; FBW7 act: 0.0

# More results follow:
SMILES,GPR151 ag,TEAD-YAP inh,MITF inh,FBW7 act
CC1(C)CC(N=Cc2c(O)c3ccccc3oc2=O)CC(C)(C)N1,-0.4,-10.1,15.3,0.1
COCCN(C(=O)COc1ccc(Cl)cc1)c1nnc(-c2cccnc2)s1,-0.7,-1.2,10.7,0.1
CCCCOCCCNS(=O)(=O)Cc1ccccc1,0.6,-0.4,-18.4,0.0
CC1CCc2c(sc3nc4n(c(=O)c23)CCS4)C1 (configuration not stated),0.2,-29.4,-16.2,-0.2
CC(=O)Nc1ccccc1C(=O)C(=O)NCc1ccco1,-0.4,-7.7,-2.9,0.0
COc1ccccc1OCc1nc(C#N)c(N2CC(C)CC(C)C2)o1 (configuration not stated),2.6,-15.9,-0.1,-0.1
COc1ccc(C)cc1-n1cnc2cc(C(=O)O)ccc21,7.7*,-3.7,3.8,0.1
COc1cc(CN2CCN(Cc3cnn(C)c3C)CC2CCO)cc(OC)c1 (configuration not stated),0.9,-1.5,5.7,0.0
COc1ccc(Cl)cc1NCC(=O)N(C)c1c(N)n(Cc2ccccc2)c(=O)[nH]c1=O,-0.9,-2.5,-9.1,0.1
COc1cccc(-c2nc(SCC(=O)Nc3ccc(S(N)(=O)=O)cc3)[nH]c(=O)c2C#N)c1,-0.7,5.1,10.5,0.7
O=C(CSc1nc2ccccc2n1CC(=O)N1CCOCC1)NCc1ccco1,1.6,4.7,2.9,0.1
O=C(Nc1ccc(Br)cc1)c1ccc(F)c(S(=O)(=O)N2CCCc3ccccc32)c1,-1.1,46.2*,-5.6,-0.1
O=C(O)c1ccc(NN=C2CCN(Cc3ccccc3)CC2)cc1,-0.2,27.7,3.4,-0.1
COc1ccc(OC)c(S(=O)(=O)N2CC=C(c3c(C)n(C)c4ccccc34)CC2)c1,-0.2,2.3,15.4,0.0
CCOC(=O)C(Nc1sc2c(c1C#N)CCCC2)(NS(=O)(=O)c1ccccc1)C(F)(F)F (configuration not stated),-0.9,-8.6,4.1,1.8

# Another view of part of the listing above:
canonical_smiles | GPR151 ag | TEAD-YAP inh | MITF inh | FBW7 act
CCOC(=O)Cn1c(=O)c2c(nc3n2CC(C)CN3c2cccc(Cl)c2C)n(C)c1=O (configuration not stated) | -0.3 | 3.0 | 4.7 | 0.1
CSc1ccc(Cn2nnc(C(=O)Nc3ccc(Br)cc3)c2N)cc1 | -0.9 | -11.8 | 4.1 | 0.7
CCN1CCN(CCNC(=O)CCN2N=C(c3ccc(OC)cc3)CCC2=O)CC1 | -0.3 | -2.4 | -0.9 | 0.0
Cc1cc(C)n(Cc2ccc(F)cc2)c(=O)c1C#N | 0.1 | 5.6 | 7.9 | 0.2
Cc1ccc(O)c(-n2nnnc2SCC(=O)N(c2ccccc2)C(C)C)c1 | -2.4 | 1.0 | 2.3 | 0.4

# Further structures.
SMILES,GPR151 ag,TEAD-YAP inh,MITF inh,FBW7 act
O=C(COC(=O)c1cc(Cl)ccc1[N+](=O)[O-])Nc1cccc2ccccc12,-1.0,-3.3,3.5,0.0
O=C(CCc1ccccc1)Nc1scc(-c2ccc(Br)cc2)c1C(=O)O,0.3,19.5,8.6,-0.1
COc1ccc2nc3oc(C(=O)NCc4ccc5c(c4)OCO5)cc3cc2c1,0.3,-3.0,-6.8,0.1
CCOc1ccccc1NC(=O)CCS(=O)(=O)c1cccs1,0.4,4.9,16.5,0.1
CCOc1ccc(/C(O)=C2\C(=O)C(=O)N(Cc3cccnc3)C2c2ccc(Br)cc2)cc1 (configuration not stated),3.4,11.6,7.2,0.1
N=C1/C(=C/c2ccc(-c3cccc(C(=O)O)c3)o2)C(=O)N=C2SC(C(F)(F)F)=NN12,-8.9,-3.3,-2.1,-0.3
O=C(Oc1cccc(N2C(=O)C3C4CCC(C4)C3C2=O)c1)c1cccc([N+](=O)[O-])c1 (configuration not stated),-0.9,-3.6,0.0,0.3
CC(C)(C)NC(=O)NC(=O)CN1CCCCCCC1,-1.1,-16.8,-1.9,0.1
CN(C)c1nc(Nc2ccc(Cl)c(Cl)c2)nc(Nn2cnnc2)n1,0.3,-2.3,0.4,-0.1
CCOc1ccc(NC(=O)CC2Nc3ccccc3NC2=O)cc1 (configuration not stated),-0.1,6.3,6.3,0.2
COc1ccc(/C=C/C(=O)O)cc1S(=O)(=O)N1CCCCC1,0.5,6.1,17.2,0.5
Cn1ccnc1C1(O)CCN(CC(=O)Nc2ccccc2F)CC1,0.3,13.3,10.1,1.3
CNC(=O)c1c(NC(=O)C2CCCCC2)sc2c1CCC(C)C2 (configuration not stated),4.1,1.0,-7.4,0.3
CC(=O)Nc1c(O)nc(SCC(=O)Nc2ccc(C(F)(F)F)cc2Cl)[nH]c1=O,-0.2,15.5,-9.3,0.6
COc1ccc(CNc2ncc(-c3ccc(OC)cc3)n2C)cc1,1.0,1.2,13.8,-0.2
Cc1ccc(OCCOc2ncnc3sccc23)cc1,1.1,-50.7,-14.0,0.0
COc1ccc(NC(=O)CCc2c(C)nc3nc(CN)nn3c2C)cc1OC,-1.2,1.7,-2.1,-0.3
CCOC(=O)C1=C(C)NC(=S)NC1c1ccc(OCC(=O)OC)c(OC)c1 (configuration not stated),0.4,-1.6,-3.7,-0.1
Cc1ccc(-n2c(C)nc3ccc(NC(=O)c4ccccn4)cc3c2=O)cc1,-0.6,-3.9,5.7,-0.4
O=C1C(=O)N(CCCN2CCOCC2)C(c2cccnc2)/C1=C(/O)c1ccc(Br)cc1 (configuration not stated),9.1*,11.8,2.9,0.1
COc1ccc(NC(=O)c2nn3c(c2Cl)NC(c2ccc(C)cc2)CC3C(F)(F)F)cc1OC (configuration not stated),-0.5,6.0,14.6,-0.1
CCOc1cc(C2C(C(=O)OCC(C)C)=C(C)NC3=C2C(=O)CC(c2ccc(Cl)cc2)C3)ccc1O (configuration not stated),0.7,-15.7,-2.6,0.1
CCc1[nH]n2c(=O)c(C)c(C)nc2c1-c1ccc(OC)cc1,-0.2,4.2,-13.2,-0.1
Cc1ccc(CNC(=O)C2CCCN(S(=O)(=O)c3ccc4c(c3)oc(=O)n4C)C2)cc1 (configuration not stated),0.2,-1.2,-0.9,-0.1
Cc1c(C(=O)Nc2ccc(F)cc2)oc2ccc(S(=O)(=O)N3CCCCC3)cc12,1.1,3.1,-1.1,0.2
Cc1cc(-c2ccc(S(=O)(=O)N3CCC(C)CC3)cc2)on1,2.8,9.7,1.8,0.2
COc1ccc(C2=N/C(=C\c3c(OC)ccc4ccccc34)C(=O)O2)cc1[N+](=O)[O-],0.8,-4.7,10.0,0.0
O=c1[nH]c(/C=C/c2ccc3c(c2)OCO3)nc(O)c1[N+](=O)[O-],-0.5,-6.8,3.0,-0.2
CN1CCN(C(=O)c2ccc(-c3cc(NCCN4CCOCC4)nc(N)n3)cc2)CC1,1.3,1.5,-4.9,-0.2
Cc1nc(CC2(c3ccc4c(c3)OCO4)C(=O)Nc3ccccc32)cs1 (configuration not stated),-0.4,-0.6,7.9,0.1
O=C(Nc1ccc(F)cc1F)Nc1cccn(Cc2ccccc2Cl)c1=O,-0.2,12.1,10.9,-0.3
CC(=O)N1CC(C(=O)N2CCN(c3ccccc3)CC2)C1,-0.1,-3.6,-1.6,0.0
Cc1ccc(CCNC(=O)CSCc2nc(-c3cccs3)oc2C)cc1,-1.4,7.2,16.1,-0.1
COc1ccc(-n2c(O)c(C=Nc3cccc(Cl)c3)c(=O)[nH]c2=O)cc1,-0.1,-0.6,2.0,0.0
c1ccc(Oc2cccc(C(N3CCOCC3)N3CCOCC3)c2)cc1,0.1,3.2,-11.7,0.2
O=C(c1cccnc1)N(Cc1ccco1)Cc1cc2ccccc2[nH]c1=O,1.2,-2.6,-7.9,-0.3
